# Assay outcomes deposited in PubChem BioAssay by National Center for Advancing Translational Sciences (NCATS).
# Abeta rescue = restores growth of yeast expressing A-beta42 peptide; 0.063% of 410,000 active; Potency, µM (series often up to 46.1 µM), without a hit: top-dose growth rescue, actives largely listed as activators; yeast expressing A-beta42, growth rescue, OD600, 48 h; response scale: 0% DMSO, 100% iron-clioquinol control; note: potency is the fitted concentration of half-maximal effect; nearly all actives have a fitted effect of over 55% in size
#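 Yeast growth medium received pinned compounds, then yeast cells expressing toxic A-beta were added; plates incubated at 30 C for 48 hr. Growth read as absorbance at 600 nm, normalized to DMSO and equimolar FeCl3 plus clioquinol controls.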
# HepG2 tox = HepG2 cytotoxicity, counter-screen for TGF-b inhibitors; HepG2 CAGA-GFP viability, ATP luminescence, 18 h; 0.76% of 410,000 active; AID 588856; Potency, µM (highest dose often 46.1 µM), for the others: at the highest dose activity change, negative = cytotoxicity, most hits filed as cytotoxic; note: potency is the fitted concentration of half-maximal effect; some results filed as inactive show a strong effect at the top dose
#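 CellTiter-Glo luminescence gave cytotoxicity after 18 hours at 37 degrees C. The cells were HepG2 CAGA-GFP in 1% FBS DMEM, stimulated with 500 pg/mL TGF-beta after compound addition. %Activity was normalised to no-cell wells (complete cell-killing) and DMSO (no toxicity), and curves were fitted and classified.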
# CCT chaperon mod = changes cytosolic chaperonin activity. purified chaperonin ATPase assay, HTRF ADP detection, 30 min. 0.3% of 360,000 active. activity change, % (no concentration beside the values), hits read low; in the data active = activity change below about -30%; note: % is set by controls: 0 for no effect and ±100 for the full control effect
#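 TRiC at 40 or 20 nM final (batch-dependent) in 30 mM Tris pH 7.4, 100 mM KCl, 5 mM MgCl2, 1 mM DTT, with compound at single 76 uM and 10 uM ATP, 30 min at 37 deg C. ADP detected by HTRF Transcreener, 665/615 ratio.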
# A549 viability = counter-screen for Nrf2 inhibitors: cytotoxicity in A549 cells; A549 ARE-Fluc cells, CellTiter-Fluor viability, 18-24 h; Potency, µM (titrated, usually from 46 µM), without a hit: at the top dose activity change, negative = cytotoxicity, actives largely listed as inhibitors; 0.16% of 390,000 active; note: potency is the fitted concentration of half-maximal effect; % is set by controls: 0 for no effect and ±100 for the full control effect
#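 A549 ARE_Fluc cells in 5% FBS OPTI-MEM were exposed to compounds in concentration-response for 18-24 h at 37 deg C. Viability was read by CellTiter-Fluor fluorescence (Ex 405/Em 525) after 30 min, before the luciferase read.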
# Nrf2 inh = blocks Nrf2 signaling. A549 ARE-Fluc reporter, luciferase luminescence, 18-24 h. Potency, µM (series often up to 46 µM), without a hit: at the top dose activity change, negative = inhibition, usual class: inhibitors. 2.1% of 360,000 active; note: potency is the fitted concentration of half-maximal effect; % is set by controls: 0 for no effect and ±100 for the full control effect; nearly all actives have a fitted effect of over 60% in size
#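 Reporter: ARE-Fluc in A549. Exposure: 18-24 h, 37 °C, 5% CO2, 5% FBS OPTI-MEM. Readouts: fluorescent cytotoxicity (CellTiter-Fluor), then luminescent Nrf2 signal after BugLite.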
# Nrf2 activator = activators of Nrf2 (ARE) signaling. Potency, µM (highest dose often 46.1 µM), for the others: at the top dose activation, hits mostly activators. 0.31% of 410,000 active. AREc32 ARE-luciferase reporter (MCF7-derived line), luminescence, 24 h; note: potency is the fitted concentration of half-maximal effect; % of control where 0% means no effect; nearly all actives have a fitted effect of over 65% in size
#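 Reporter line AREc32 (ARE-Fluc), seeded overnight in OPTI-MEM with 5% FBS; compound pin-transferred, 24 hr at 37 deg C, 5% CO2; luminescent read-out.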
# TGFb SMAD3 inh = TGF-b pathway inhibition; HepG2 CAGA-GFP TGF-b/SMAD3 reporter, GFP fluorescence, 18 h; TGF-beta stimulated, 500 pg/mL final; Potency, µM (top dose mostly 46.1 µM), inactives show at the top dose activity, negative = inhibition, most hits filed as inhibitors; 1.2% of 410,000 active; AID 588855; note: potency is the fitted concentration of half-maximal effect; % is set by controls: 0 for no effect and ±100 for the full control effect; nearly all actives have a fitted effect of over 65% in size
#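 Per well, imaged GFP fluorescence of HEPG2 CAGA-GFP cells gives the signal; cells get compound, then TGF-beta (500 pg/mL final), 18 h at 37 degrees C; %Activity versus -TGF-beta and +DMSO controls.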
# MmCpn inh = M. maripaludis TRiC chaperonin inhibition; purified Mm-Cpn ATPase, ADP Transcreener TR-FRET; AID 504842; Potency, µM (series often up to 76.9 µM), inactives show at the top dose activity, negative = inhibition, actives largely listed as inhibitors; 0.031% of 330,000 active; note: potency is the fitted concentration of half-maximal effect; % is set by controls: 0 for no effect and ±100 for the full control effect; nearly all actives have a fitted effect of over 80% in size
#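 Compound-treated chaperonin, 25 nM final, turns over 10 uM ATP at 37°C for 30 min following a 10 min preincubation; ADP generated competes with ADP-d2 for Eu-cryptate antibody, lowering FRET.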
# pAkt inh = inhibitors of Akt phosphorylation | Neuro2A IGF-stimulated pAkt S473 HTRF, 20 min; hits give low values | activity change, % for hits at 50 µM | 0.32% of 360,000 active | AID 651550; in the data active = activity change below about -80%; inconclusive = mostly about -51% to -80%; note: % is set by controls: 0 for no effect and ±100 for the full control effect
#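 Single-point screen (50 µM final compound) in Neuro2A cells stimulated 20 min with 6 nM IGF at 37 deg C. After lysis, Ser473-phosphorylated Akt read by HTRF (ex 330 nm, em 615/665 nm) as the 665/615 ratio.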
# Active calls of the source: *; i = inactive; u = inconclusive; x = not tested or not shown; [ ] = another dose, or the depositor's remark. Unless noted, calls come from the whole dose curve; as a rule, active = well fitted curve in the direction sought with a large enough effect; inconclusive = small, poorly fitted or top-dose-only effect, or another doubt; inactive = no such curve, though single readings can be large; an effect the other way counts as inactive or inconclusive. Some of the compounds tested (hit frequency here may not be typical).
SMILES,Abeta rescue,HepG2 tox,CCT chaperon mod,A549 viability,Nrf2 inh,Nrf2 activator,TGFb SMAD3 inh,MmCpn inh,pAkt inh
CSc1cccc(NP2(=O)OCC(C)([N+](=O)[O-])CO2)c1 (configuration not stated),1%,1%,-2.6,-5%,-20%,1.8%,5%,x,i
CN1CCN(/N=C/c2c[nH]c3ccccc23)CC1,12%,11%,-1.9,1%,12%,-0.5%,9%,2%,i
COc1ccc(NC(=S)NC(NC(=O)CF)C(Cl)(Cl)Cl)c([N+](=O)[O-])c1 (configuration not stated),-20%,9%,1.8,2%,10%,-0.2%,-20%,1%,i
O=C1c2ccccc2C(=O)N1Cc1nc2ccccc2c(=O)n1-c1ccccn1,9%,3%,1.8,11%,u,0.3%,-6%,-2%,i
O=c1c2cc(Cl)cc(Cl)c2nc(CN2CCOCC2)n1-c1ccccc1F,9%,-4%,2.9,-18%,-6%,-0.5%,1%,x,i
CCN(C1CCCCC1)S(=O)(=O)c1ccc(S(=O)(=O)N(CC(=O)Nc2ccccc2)C2CC2)cc1,-7%,-31%,0.2,-5%,1%,0.4%,-35%,u,i
Cc1ccc(-n2c(O)c(/C=N/Nc3ccccc3)c(=O)[nH]c2=O)cc1C,-28%,2%,-3.4,4%,u,1.2%,9%,-3%,i
O=C1NCN(c2ccccc2)C12CCN(C(c1nnnn1-c1ccc3c(c1)OCCO3)C1CC1)CC2 (configuration not stated),-8%,1%,-1.6,x,x,-0.9%,-14%,x,i
CCCCn1c(O)c(C=Nc2c(C)n(C)n(-c3ccccc3)c2=O)c(=O)[nH]c1=O,5%,3%,-11,-1%,-11%,-0.4%,0%,1%,i
C=CCN1C(=O)NC(=O)/C(=C/c2ccc(OCC(=O)Nc3ccc(C)cc3)cc2)C1=O,2%,-28%,0.1,2%,-10%,1.1%,0%,-2%,i
OC1/C(=C/c2ccc(Cl)cc2Cl)N2CCC1CC2 (configuration not stated),-18%,-18%,1.1,0%,0%,-0.7%,-7%,0%,i
O=c1[nH]c(=O)n(CCc2ccc(F)cc2)c(O)c1C=NCCCN1CCOCC1,-1%,6%,-1.8,9%,-6%,0.3%,9%,-3%,i
CC(C)Nc1nc(Cl)nc(NC(C)C)n1,7%,5%,-4.0,-2%,6%,0.3%,8%,2%,i
COc1ccccc1NS(=O)(=O)c1cc(NC(=O)c2ccc(Cl)nc2)ccc1N1CCCC1,0%,0%,0.5,-7%,-24%,1.7%,u,-4%,i
Cc1cc(C)n2nc(SCC(=O)N3CCC4(CC3)OCCO4)nc2n1,-1%,-2%,-1.9,1%,-9%,-0.6%,-12%,-2%,i

# For convenience, some entries already given:
SMILES,Abeta rescue,HepG2 tox,CCT chaperon mod,A549 viability,Nrf2 inh,Nrf2 activator,TGFb SMAD3 inh,MmCpn inh,pAkt inh
CSc1cccc(NP2(=O)OCC(C)([N+](=O)[O-])CO2)c1 (configuration not stated),1%,1%,-2.6,-5%,-20%,1.8%,5%,x,i
CN1CCN(/N=C/c2c[nH]c3ccccc23)CC1,12%,11%,-1.9,1%,12%,-0.5%,9%,2%,i
COc1ccc(NC(=S)NC(NC(=O)CF)C(Cl)(Cl)Cl)c([N+](=O)[O-])c1 (configuration not stated),-20%,9%,1.8,2%,10%,-0.2%,-20%,1%,i
O=C1c2ccccc2C(=O)N1Cc1nc2ccccc2c(=O)n1-c1ccccn1,9%,3%,1.8,11%,u,0.3%,-6%,-2%,i
O=c1c2cc(Cl)cc(Cl)c2nc(CN2CCOCC2)n1-c1ccccc1F,9%,-4%,2.9,-18%,-6%,-0.5%,1%,x,i
CCN(C1CCCCC1)S(=O)(=O)c1ccc(S(=O)(=O)N(CC(=O)Nc2ccccc2)C2CC2)cc1,-7%,-31%,0.2,-5%,1%,0.4%,-35%,u,i
Cc1ccc(-n2c(O)c(/C=N/Nc3ccccc3)c(=O)[nH]c2=O)cc1C,-28%,2%,-3.4,4%,u,1.2%,9%,-3%,i

# The list goes on.
SMILES,Abeta rescue,HepG2 tox,CCT chaperon mod,A549 viability,Nrf2 inh,Nrf2 activator,TGFb SMAD3 inh,MmCpn inh,pAkt inh
CC/C(=N\NC(=O)c1ccccc1Cl)c1c(O)n(C2CCCCC2)c(=O)[nH]c1=O,1%,-8%,-3.2,3%,14%,-0.2%,-4%,0%,i
Cc1ccc(-c2cc(-c3ccccc3)cc(-c3ccccc3)[n+]2-c2ccccc2C(=O)O)cc1,-3%,-40%,-1.1,-7%,-10%,-0.5%,u,-1%,i
COc1cc2[nH]c(=O)n(-c3ccccc3)c(=O)c2cc1OC,11%,2%,1.5,-12%,17%,0.3%,3%,-4%,i
CC(C)CCC1(CN2CCCC2=O)C(=O)NC(=O)NC1=O,3%,19%,-0.1,-4%,9%,-0.4%,3%,-5%[15.4 µM],i
O[C@H]1[C@H](O)[C@@H](O)CN2CC[C@H](O)[C@H]12,-13%,1%,1.1,0%,-3%,-0.5%,-19%,1%,i
COC(=O)C1=C(c2ccc3ccccc3c2)C[C@@H]2CC[C@H]1N2C(=O)NCc1ccco1,1%,-3%,0.0,-1%,-16%,5.8%,-21%,-1%,i
OCCN1CCN(CCCN2c3ccccc3Sc3ccc(C(F)(F)F)cc32)CC1,-12%,-66%,-0.7,1%,-7%,9.3%,u,3%[15.4 µM],i
O=C(CCn1c(=O)oc2ccccc21)N(Cc1ccccc1)c1ccccn1,1%,-4%,0.0,u,6%,-0.5%,4%,x,x
CCN(CC(=O)Nc1ccccc1C(F)(F)F)C(=O)CCSc1ccc(F)cc1,6%,-13%,-1.0,-17%,u,1.9%,-11%,0%,i
Oc1ccc(Cl)cc1Cc1ccccc1,6%,-29%,1.2,1%,-2%,-0.1%,u,x,i
O=C(Oc1ccc2ccc(OC(=O)N3CCCCCC3)cc2c1)N1CCCCCC1,6%,9%,1.1,-6%,u,2.2%,u,0%,i
CCOC(=O)[C@]12Cc3cc(OC)ccc3[C@H]1N(C(C)C)C(=O)c1ccccc12,-31%,x,2.3,x,x,-3.3%,x,x,i
O=C(NC1CCCCC1)N1Cc2cc(-c3ccccc3)ccc2-n2nncc2C1,-15%,17%,-1.9,x,x,3.9%,u,x,i
CC1CCCCN1Cc1c[nH]c2ccccc12 (configuration not stated),19%,1%,-0.5,2%,9%,9.4%,-11%,0%,i
COc1cccc(CN2CCc3nc(N4CCN(c5ncccn5)CC4)ncc3C2)c1,-22%,-23%,x,-14%,x,0.4%,u,x,x
O=C(c1ccc(Br)cc1)C12CN3CN(CN(C3)C1)C2,-8%,8%,0.5,-4%,-7%,0.4%,8%,-2%,i
CN1C(=O)N(C)C(=O)C2(Cc3c(ccc4ccccc34)N(C)C2)C1=O,26%,-3%,1.0,12%,u,2.6%,-5%,1%,i
CC1(C)CN=C(Nc2ccc(F)c(F)c2)S1,7%,17%,1.0,6%,3%,2.9%,7%,1%,i
CCC(=NC(C)c1ccccc1)c1c(O)n(C)c(=O)n(C)c1=O (configuration not stated),6%,-17%,-0.7,-16%,5.8µM*,2.7%,-10%,0%,i
CC(C)C(=O)NC(Oc1ccccc1Cl)C(Cl)(Cl)Cl (configuration not stated),u,-9%,2.5,7%,3%,2.4%,-1%,-3%,i
CCOc1cc(C2NCc3ccccc3-n3cccc32)ccc1O (configuration not stated),0%,-8%,1.0,1%,u,5.0%,-7%,-7%,i
OC(CN1CC=C(c2ccccc2)CC1)c1ccccc1 (configuration not stated),-10%,-3%,1.1,3%,-6%,-0.8%,-1%,0%,i
C=CCN1C(=O)NC(=O)C(Cc2ccc(OC)c(OC)c2)C1=O (configuration not stated),4%,1%,-0.1,4%,4%,-0.2%,-20%,-2%,i
CCc1cc(=O)oc2cc(OCC(=O)N3C[C@H]4C[C@@H](C3)c3cccc(=O)n3C4)c(Cl)cc12,5%,2%,0.3,-11%,-11%,0.0%,1%,2%,i
CC(C)OC(=O)c1c(N)n(Cc2ccco2)c2nc3ccccc3nc12,1%,9%,0.6,-4%,-1%,6.9%,21%,2%,i
CCn1c(O)c(C=NCCN2CCOCC2)c(=O)[nH]c1=S,-23%,-77%,1.0,-7%,1%,-0.4%,-1%,1%,i
COc1ccccc1/C=C1\C(=O)NC(=S)N(c2ccccc2)C1=O,17%,-1%,-1.5,1%,6%,0.2%,-4%,-1%,i
O=[N+]([O-])c1ccc(S(=O)(=O)N2CCn3cccc3C2c2ccccc2F)cc1 (configuration not stated),2%,-3%,x,14%,x,9.6%,u,x,x
O=c1[nH]c(=O)n(-c2cccc3ccccc23)c(O)c1/C=N/N1CCCCCC1,12%,3%,1.4,0%,-26%,-0.5%,15%,0%,i
COC(=O)C1=C(c2ccccc2OCc2ccccc2)C[C@@H]2CC[C@H]1N2C(=O)NCc1ccc(Br)cc1,13%,28%,0.4,-17%,21µM*,-0.7%,-17%,-3%,i
NNCc1ccccc1,-23%,-1%,-3.4,-2%,u,0.7%,-10%,x,i
CN(C)C(=O)Oc1ccc(Cl)c2ccccc12,28%,3%,1.4,-4%,-12%,0.3%,11%,3%,i
CN(CCc1ccccn1)Cc1ccc(Cl)cc1,1%,7%,-4.0,u,u,0.3%,16%,x,i
